Screening data: PubChem BioAssay, Sanford-Burnham Center for Chemical Genomics
NR3A LBD binder: binders of NR3A ligand-binding domain, primary screen, biophysical, differential scanning fluorimetry, uHTS; Glutamate receptor ionotropic, NMDA 3A (GRIN3A) ligand-binding domain; NR3A LBD differential scanning fluorimetry, Tm shift; 0% = protein alone, 100% = glycine-bound protein; Tm shift relative to glycine control, % at 25 µM; hit rate 2.5% among 340,000;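 active = melting temperature shift of at least 10% of the positive control shift, at one fixed dose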
APJ ag: agonists of human apelin receptor APJ, primary screen, CHO-K1 cells, PathHunter beta-arrestin, luminescence. P35414. 0% DMSO wells, 100% apelin. activation, % at 20 µM. hit rate 0.11% among 330,000. AID 2520, 2010;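 active = activation more than six SD over the plate average, tested at 20 µM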;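 note: 0% = DMSO alone and 100% = apelin-13 at 10 nM; some results filed as inactive read as strong as hits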
Target sequence (P35414 whole entry, looked up): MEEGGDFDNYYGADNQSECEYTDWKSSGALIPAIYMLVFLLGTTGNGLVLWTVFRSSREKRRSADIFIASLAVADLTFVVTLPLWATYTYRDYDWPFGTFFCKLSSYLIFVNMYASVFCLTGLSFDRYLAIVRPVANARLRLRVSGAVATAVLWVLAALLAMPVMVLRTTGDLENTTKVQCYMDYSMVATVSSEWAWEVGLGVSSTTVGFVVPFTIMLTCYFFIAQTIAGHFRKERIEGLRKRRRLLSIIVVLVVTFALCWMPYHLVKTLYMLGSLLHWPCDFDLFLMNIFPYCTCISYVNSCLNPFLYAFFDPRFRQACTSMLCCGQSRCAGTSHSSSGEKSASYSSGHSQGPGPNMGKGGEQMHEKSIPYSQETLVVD
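Incubation: overnight seeding, 90 min compound at 25 °C, 1 h detection; test system: PathHunter CHO-K1 APJ (AGTRL-1) beta-arrestin reporter cells; amount: 1000 cells/well; doses: one dose, 20 µM compound, 1% DMSO; measured by: beta-gal luminescence; measure: agonist-driven arrestin binding to APJ; benchmarks: negative DMSO alone, positive Apelin-13 at 10 nM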
tim10-1 inh: growth inhibitors of tim10-1 mutant yeast, primary screen, luminescence, uHTS. S. cerevisiae tim10-1 ts strain growth, BacTiter-Glo, 24 h. inhibition, % at 20 µM. hit rate 2.2% among 330,000. AID 463190, 2010;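 active = inhibition of at least 40%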;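 note: mutant grown at 25 °C; 0% = DMSO wells with yeast and 100% = wells holding no yeast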
NALP3 yeast inh: NALP3 inflammasome inhibitors in reconstituted yeast, primary screen, luminescence, uHTS. Yeast reconstituted NLRP3/ASC/caspase-1, beta-gal luminescence, 24 h. inhibition, % at 10 µM. hit rate 0.39% among 330,000;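 active = inhibition of 50% or more; inactive = inhibition below 50%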;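 note: plate controls were induced DMSO wells for no effect and uninduced yeast grown without galactose for full effect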
UPR XBP1 act: activators of adaptive XBP1 UPR arm, primary screen, cell-based, CHO-XBP1 luciferase reporter, luminescence, uHTS; AID 463104, 2010; hit rate 0.33% among 330,000; activation, % at 20 µM; IRE1-XBP1 UPR activation; percent of tunicamycin response, DMSO as zero;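 active = versus positive control, 20 µM dose yields 30% or more activation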;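 note: 100% = tunicamycin at 10 µg/mL and 0% = DMSO only wells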
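assay system = CHO-XBP1 luciferase reporter cells | amount = 1000 cells/well | buffer or medium = F12 plus 10% FBS | compound dosing = single point, 20 µM final compound, 1% DMSO | incubation = 16-18 h cell attachment at 37 °C, then 6 h compound exposure | detection = Steady-Glo luminescence read | controls = tunicamycin 10 µg/mL and vehicle-only wells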
tim23-1 inh: growth inhibitors of tim23-1 mutant yeast, primary screen, luminescence, uHTS; inhibition, % at 20 µM; hit rate 1.3% among 330,000; S. cerevisiae tim23-1 growth, BacTiter-Glo luminescence, 24 h;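 active = growth inhibition of the mutant yeast at or above 50%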;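 note: temperature-sensitive mutant grown at 25 °C; plate controls were DMSO-treated mutant yeast for no effect and medium wells lacking yeast for full effect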
CHOP UPR activ: activators of apoptotic CHOP UPR arm, primary screen, cell-based, CHO-CHOP luciferase reporter, luminescence, uHTS | activation, % at 10 µM | UPR activation; percent of tunicamycin response over DMSO baseline | hit rate 0.34% among 330,000;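 active = at 10 µM dose, activation of 40% or more, normalized to positive control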;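 note: 100% = tunicamycin at 10 µg/mL and 0% = DMSO alone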
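System: CHO CHOP reporter cells. Amount: 500 cells per well. Buffer or medium: F12 medium, 10% FBS. Compound dosing: one dose, 10 µM in 0.5% DMSO. Incubation: 6 h compound exposure at 37 °C after overnight seeding. Technique: Steady-Glo luciferase luminescence. Benchmarks: tunicamycin and DMSO controls.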
Mdm2-MdmX inh: inhibitors of human Mdm2-MdmX association, primary screen, cell-based, luminescence, split luciferase, SaOS-2, uHTS; SaOS-2 split-luciferase Mdm2/MdmX complementation; inhibition, % at 8 µM; hit rate 3% among 330,000;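 active = inhibition of at least 50% at 8 µM in the primary screen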
TIM10 inh: growth inhibitors of isogenic TIM10 control yeast, primary screen, counter-screen for tim10-1 yeast inhibitor project, luminescence, uHTS; hit rate 1.4% among 330,000; AID 463195, 2010; S. cerevisiae TIM10 strain growth, BacTiter-Glo luminescence, 24 h; inhibition, % at 10 µM;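 active = inhibition of 40% or more at the single tested concentration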;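 note: wild-type TIM10 isogenic control strain grown at permissive 25 °C; 0% = DMSO yeast wells and 100% = minimal medium wells without yeast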
An asterisk follows results filed as active; x = no result given. This is a random part of the collection. About 8.2% of those tested had a hit in this group.

Start of the data: the first 11 entries (preview)
SMILES	NR3A LBD binder	APJ ag	tim10-1 inh	NALP3 yeast inh	UPR XBP1 act	tim23-1 inh	CHOP UPR activ	Mdm2-MdmX inh	TIM10 inh
COc1ccc(OCCC(=O)OCC(=O)NCCC2=CCCCC2)cc1	0	-2	27	-10	2	26	5.1	4	20
CC(C)(C)C(O)/C=C/c1ccc2c(c1)OCO2 (centres undefined)	x	4	26	5	-3	25	0.4	-46	3
Cc1ccc2cccc(OCC(=O)Nc3ccc4c(c3)OCO4)c2n1	0	0	19	8	0	-10	-0.2	7	15
CCn1c(SCC(=O)Nc2cccc(O)c2)nc2c1c(=O)n(C)c(=O)n2C	-10	-2	-7	3	6	-5	-0.7	22	3
O=C(C1=C(O)C(=O)N(CC2CCCO2)C1c1ccccc1Cl)c1ccco1 (centres undefined)	-1	-2	-18	13	3	-18	0.5	3	-12
CSCCC(NC(=O)c1cccc(C)c1)C(=O)Nc1sccc1C(N)=O (centres undefined)	4	-1	29	10	-3	16	-0.9	-15	9
CCn1c(SCC(=O)Nc2cccc(C)c2)nc2ccccc2c1=O	-4	-3	0	23	-3	-4	1.5	28	-45
O=S(=O)(c1cccs1)N1CCc2ccccc2C1	3	0	24	34	-1	-7	0.4	6	-16
C/C(=N\NC(=O)c1nnn(-c2nonc2N)c1CSc1ccc(C)cc1)c1ccco1	-1	1	8	0	1	14	0.9	62*	1
COC(=O)C1=CN(CC2CCCO2)C=C(C(=O)OC)C1c1cc(OC)c(OC)c(OC)c1 (centres undefined)	1	-3	21	-7	-4	11	1.0	-2	11
CC(C)N1CCC(N2CCN(C3CCCCCC3)CC2CCO)CC1 (centres undefined)	0	-2	-10	0	12	5	-0.5	-14	2

Main list, previewed entries included:
SMILES	NR3A LBD binder	APJ ag	tim10-1 inh	NALP3 yeast inh	UPR XBP1 act	tim23-1 inh	CHOP UPR activ	Mdm2-MdmX inh	TIM10 inh
COc1ccc(OCCC(=O)OCC(=O)NCCC2=CCCCC2)cc1	0	-2	27	-10	2	26	5.1	4	20
CC(C)(C)C(O)/C=C/c1ccc2c(c1)OCO2 (centres undefined)	x	4	26	5	-3	25	0.4	-46	3
Cc1ccc2cccc(OCC(=O)Nc3ccc4c(c3)OCO4)c2n1	0	0	19	8	0	-10	-0.2	7	15
CCn1c(SCC(=O)Nc2cccc(O)c2)nc2c1c(=O)n(C)c(=O)n2C	-10	-2	-7	3	6	-5	-0.7	22	3
O=C(C1=C(O)C(=O)N(CC2CCCO2)C1c1ccccc1Cl)c1ccco1 (centres undefined)	-1	-2	-18	13	3	-18	0.5	3	-12
CSCCC(NC(=O)c1cccc(C)c1)C(=O)Nc1sccc1C(N)=O (centres undefined)	4	-1	29	10	-3	16	-0.9	-15	9
CCn1c(SCC(=O)Nc2cccc(C)c2)nc2ccccc2c1=O	-4	-3	0	23	-3	-4	1.5	28	-45
O=S(=O)(c1cccs1)N1CCc2ccccc2C1	3	0	24	34	-1	-7	0.4	6	-16
C/C(=N\NC(=O)c1nnn(-c2nonc2N)c1CSc1ccc(C)cc1)c1ccco1	-1	1	8	0	1	14	0.9	62*	1
COC(=O)C1=CN(CC2CCCO2)C=C(C(=O)OC)C1c1cc(OC)c(OC)c(OC)c1 (centres undefined)	1	-3	21	-7	-4	11	1.0	-2	11
CC(C)N1CCC(N2CCN(C3CCCCCC3)CC2CCO)CC1 (centres undefined)	0	-2	-10	0	12	5	-0.5	-14	2
O=C(COc1ccccc1)NC(=S)Nc1cccc2cc(O)ccc12	0	4	2	36	-2	14	0.1	18	0
COc1ccc(N2C(C)=CS/C2=C(/C#N)c2nnc(N3CCOCC3)n2-c2ccccc2)cc1	2	3	-5	2	-3	-7	-1.2	-20	-1
Cc1cccc(NS(=O)(=O)c2nnc(NC(=O)c3cccc(C)c3)s2)c1	1	-3	0	17	1	12	0.1	18	0
CC(=O)Oc1ccc2oc(=O)c3c(c2c1)CCCN3C(=O)CN1CCN(c2ncccn2)CC1	0	2	-3	14	3	1	2.0	10	10
COc1ccc(Cl)cc1NC(=S)NCc1cccnc1	-2	-1	2	11	0	10	-0.4	-9	8
O=C(NN=C(Cc1ccccc1)Cc1ccccc1)c1ccc(F)cc1	3	1	24	3	2	15	2.1	3	11
CCOc1cc(CNCc2ccccc2)ccc1OCc1ccc(Cl)cc1	-6	-1	-8	35	6	39	2.5	55*	6
C=CCN(Cc1nc(-c2ccccc2)no1)C(=O)c1ccco1	0	-1	12	20	2	16	1.4	-2	-5
O=C(Nc1ccc2sccc2c1)c1ccc(Cl)s1	23*	-1	9	1	4	8	3.6	-285	1
O=C(C1CCN(S(=O)(=O)c2ccc(-n3cnnn3)cc2)CC1)N1CCCCC1	0	0	-14	26	-4	12	2.5	-1	2
Cc1nnc(NC(=O)c2csc3c2CCCC3)s1	x	0	5	39	0	18	0.2	0	3
CC12CCC(=O)N1c1ccccc1C(=O)N2c1ccccc1 (centres undefined)	-2	1	12	15	-3	7	-0.1	17	15
Cc1cccc(-c2nsc(SCC(=O)N3CCCC3)n2)c1	0	1	20	20	0	19	1.7	-155	4
CCOC(=O)c1cc2occc2n1CC(=O)NCCOC	2	0	-3	-3	-7	12	0.3	8	2

(more compounds)
SMILES	NR3A LBD binder	APJ ag	tim10-1 inh	NALP3 yeast inh	UPR XBP1 act	tim23-1 inh	CHOP UPR activ	Mdm2-MdmX inh	TIM10 inh
CCOC(=O)N1CCN(Cc2nc3c(c(=O)n(C)c(=O)n3C)n2Cc2ccc(F)cc2)CC1	-3	-4	-1	-1	-2	3	2.7	-3	12
O=C(c1ccc(Cl)c([N+](=O)[O-])c1)N(Cc1ccccc1)C1CCS(=O)(=O)C1 (centres undefined)	-1	-2	8	-12	0	-4	3.6	2	1
COc1cccc(-c2ccc3nnc(SCC(=O)Nc4ccc(NC(C)=O)cc4)n3n2)c1	1	2	-12	19	-2	-27	0.1	16	-17
CN(c1ccccc1C(=O)Nc1ccccc1-c1ccccc1)S(C)(=O)=O	-1	-3	16	16	-3	21	0.5	17	-5
S=C(NCCCN1CCOCC1)Nc1ccc(Cl)c(Cl)c1	4	-2	16	5	5	0	-0.5	7	13
Fc1ccc(NC(=S)Nc2cccc(Cl)c2)cc1	13*	-3	24	24	-2	22	0.9	15	15
CCOc1ccc(NC(=O)CSc2nnc(C3CC3)n2C2CC2)cc1	1	-2	-8	18	-3	2	0.9	-5	2
Cc1sc2ncnc(NCC(c3ccco3)N(C)C)c2c1C (centres undefined)	1	-4	7	9	1	-3	-1.2	2	-5
Cc1cc(SCC(=O)OCC(=O)NCC2CCCO2)c(C)cc1Br (centres undefined)	-2	-3	-7	-2	-7	12	0.4	17	-22
N=C(N)SCc1ccc(Cl)cc1Cl	0	-1	4	8	1	-3	-2.6	-28	-14
O=c1oc(-c2ccccc2F)nc2scc(-c3ccccc3)c12	2	-2	25	22	-2	46	6.8	53*	21
Cc1cc(OC(=O)c2cccc([N+](=O)[O-])c2)c(C)cc1CN1CCOCC1	-1	3	27	-16	-7	35	1.6	4	25
CCOC(=O)c1sc(NC(=O)c2ccc(OC)cc2)nc1C	0	-1	-6	-3	7	-1	2.7	-16	-23
FC(F)(F)c1ccc2c(c1)n(Cc1ccccc1)c1[n+]2CCCCC1	0	-2	1	-4	3	11	-0.7	-7	14
Cc1ccc(C2C(C#N)=C(N)SC(N)=C2C#N)c(C)c1	-12	5	24	7	-2	32	-0.9	5	-2
O=S(=O)(c1cccs1)N1CCN(c2ccnc3cc(Cl)ccc23)CC1	3	1	45*	19	-2	51*	-0.9	57*	23
CC1(C)CC(N2CCN(CCO)CC2)=CC(=S)N1	-4	-2	30	-10	-5	18	2.4	-8	-7
CCN(C(=O)CSc1nnnn1-c1ccc(OC)cc1)C1CCS(=O)(=O)C1 (centres undefined)	2	-4	5	2	-3	11	0.0	-5	3
COc1cccc(C2Nc3ccccc3C(=O)N2O)c1O (centres undefined)	1	1	5	-1	2	0	0.6	3	13
CCOc1nc(C)cc(C)c1S(=O)(=O)c1ccc(Cl)cc1	-14	-2	27	2	-2	14	-1.3	4	23
CC(C)(C)NC(=O)/C=C/c1cccs1	0	0	-4	10	0	13	-0.8	-23	2
O=[N+]([O-])c1ccc(Cl)cc1N1CCCC1	-1	0	8	0	0	8	-1.2	-3	10
O=C(Nc1ccc(N2CCCCC2)cc1)c1ccc([N+](=O)[O-])o1	-2	1	59*	11	-10	74*	35	34	45*
Cc1cc(C(=O)Nc2ccc(Cl)cc2)c2ccccc2n1	2	0	-17	27	1	-7	-1.8	25	-9
COc1nccnc1NS(=O)(=O)c1ccc(NC(=S)NC(=O)/C=C/c2ccc(F)cc2)cc1	-8	-2	5	5	-2	20	1.3	9	8

Other structures.
SMILES	NR3A LBD binder	APJ ag	tim10-1 inh	NALP3 yeast inh	UPR XBP1 act	tim23-1 inh	CHOP UPR activ	Mdm2-MdmX inh	TIM10 inh
C=CCn1c(Cc2cccs2)nnc1SCC(=O)c1ccc2ccccc2c1	16*	2	9	-8	-2	7	1.3	3	27
COc1cc(CCC(=O)Nc2ccc(C)c(S(=O)(=O)N3CCCCCC3)c2)cc(OC)c1OC	-2	0	23	18	-4	20	2.2	35	15
CN(CC(=O)Nc1ccccc1Cl)C(=O)CSC(=S)N1CCCC1	3	3	13	7	2	15	0.0	-18	17
Cc1c(Cl)cccc1N(CC(=O)O)S(C)(=O)=O	1	2	0	-3	-1	10	1.2	-17	13
Cc1ccc(C#CC[N+]2(CC#Cc3ccc(C)cc3)CCCCC2)cc1	-1	-2	-2	1	-1	-39	-0.6	55*	6
Cc1cc(Cl)ccc1NC(=O)CSc1n[nH]c(N)n1	-1	-3	-6	10	1	0	-2.4	-14	9
COc1ccc(Cc2nnc(SCC(=O)Nc3cc(Cl)ccc3OC)[nH]c2=O)cc1	-2	0	-3	12	0	-4	0.9	4	-4
O=C(OCCOc1ccccc1F)c1cccc(S(=O)(=O)N2CCOCC2)c1	1	-4	12	1	0	15	1.3	-29	18
